Screens (PubChem)
hcGAS lum: blocks human cGAS activity | Q8N884 | recombinant h-cGAS, ATP depletion, Kinase-Glo luminescence | inhibition, % at 12.5 µM | actives 0.081% (n = 290,000);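 note: 0% = vehicle reaction and 100% = reaction without DNA for no activity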
Target sequence (Q8N884 whole entry, looked up): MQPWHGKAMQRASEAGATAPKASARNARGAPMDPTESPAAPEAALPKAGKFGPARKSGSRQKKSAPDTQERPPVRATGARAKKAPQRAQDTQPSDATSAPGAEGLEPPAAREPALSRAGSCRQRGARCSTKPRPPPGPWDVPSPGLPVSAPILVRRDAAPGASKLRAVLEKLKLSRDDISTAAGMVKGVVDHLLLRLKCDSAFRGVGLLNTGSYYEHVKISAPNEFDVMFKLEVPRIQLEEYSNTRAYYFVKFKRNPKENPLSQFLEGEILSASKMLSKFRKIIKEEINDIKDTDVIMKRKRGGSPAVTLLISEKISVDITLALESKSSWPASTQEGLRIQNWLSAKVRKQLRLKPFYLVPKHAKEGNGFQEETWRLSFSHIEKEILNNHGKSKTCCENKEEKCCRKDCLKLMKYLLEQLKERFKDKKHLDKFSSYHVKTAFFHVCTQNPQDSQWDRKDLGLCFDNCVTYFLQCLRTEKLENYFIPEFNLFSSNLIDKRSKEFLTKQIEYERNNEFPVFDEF
mcGAS inh: blocks mouse cGAS activity; Q8C6L5; actives 0.15% (n = 160,000); recombinant cGAS, Kinase-Glo ATP depletion luminescence; inhibition, % at 12.5 µM;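 note: 0% = negative control wells and 100% = reference inhibitor with no enzyme activity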
NPYLR7 ag: mosquito NPYLR7 agonism | AID 1259423 | actives 0.15% (n = 270,000) | activation, % at 10 µM | HEK293T NPYLR7/Galpha15, GCaMP6s calcium fluorescence; in the data active = activation above about 40%;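 note: 0% = vehicle and 100% = reference agonist at the receptor; some compounds past the cut are filed as inactive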
The depositor's hits bear a star; x = not tested or not shown. Cut-off read from the data, not from the text of the source, unless noted: active = inhibition above about 40%; inactive = the rest.

A first look, 2 compounds:
cpd | Structure | hcGAS lum | mcGAS inh | NPYLR7 ag
1 | COc1ccc(CCn2c(SCC(N)=O)nc3nccnc3c2=O)cc1OC | 2 | x | 3
2 | COC(=O)CC(NS(=O)(=O)/C=C/c1ccccc1)c1cccs1 (centres undefined) | -4 | -5 | 11

This part in full, previewed entries included:
cpd | Structure | hcGAS lum | mcGAS inh | NPYLR7 ag
1 | COc1ccc(CCn2c(SCC(N)=O)nc3nccnc3c2=O)cc1OC | 2 | x | 3
2 | COC(=O)CC(NS(=O)(=O)/C=C/c1ccccc1)c1cccs1 (centres undefined) | -4 | -5 | 11
3 | COC(=O)c1ccc(C2C(C(=O)OC(C)C)=C(C)NC3=C2C(=O)CCC3)cc1 (centres undefined) | -1 | -2 | -2
4 | CCCCN1C(=O)C(NC(=O)c2ccccc2OC)(C(F)(F)F)C(C(=O)OC)=C1C (centres undefined) | 3 | -2 | -11
5 | CCCS(=O)(=O)NC1CCN(Cc2csc(C3CCCCC3)n2)CC1 | -5 | x | 1
6 | CCCn1ncc(C(=O)NCc2nnc(-c3ccccc3)o2)c1C | -6 | x | -9
7 | C=CCN(CC(=O)N1CCc2sccc2C1c1ccc(Cl)cc1)C(=O)CC(C)CC(C)(C)C (centres undefined) | -8 | -4 | 19
8 | Cc1cccc(C)c1NC(=O)CSc1ncnc2sc(C)c(C)c12 | -5 | -6 | -1
9 | O=C(NCC1(N2CCOCC2)CCCCC1)c1cn(Cc2cccc3ccccc23)nn1 | -9 | x | 8
10 | Cc1nc(=O)c(-c2ccccc2)c(C)n1-c1ccccc1 | -4 | x | -12
11 | Cc1nc(SCc2cc(=O)[nH]c(C3CC3)n2)n(Cc2ccc(Cl)cc2)c1C | -10 | x | 7
12 | Cc1noc(-c2cccc(C(F)(F)F)c2)c1C(=O)NCCCN(C)c1ccccc1 | -8 | -9 | 0
13 | CC(C)NC(=O)NC(=O)Cn1cnc2c1c(=O)n(C)c(=O)n2C | -8 | -6 | 13
14 | Cc1ccc(C2CC(c3cccs3)=NN2C(=O)c2ccco2)o1 (centres undefined) | -5 | x | 2
15 | C/C(=N/NC(=O)CSc1nnc(-c2ccccc2)n1-c1ccccc1)c1cccs1 | -4 | x | -8

(list continues)
cpd | Structure | hcGAS lum | mcGAS inh | NPYLR7 ag
16 | COCc1nc(NC(C)Cc2ncccc2C)c2cnn(C)c2n1 (centres undefined) | -3 | -13 | -5
17 | CC(OC(=O)CCc1ccco1)C(=O)Nc1ccc(N2CCCCC2)cc1 (centres undefined) | -4 | x | 15
18 | Cc1cc(C)cc(NC(=O)CSCCn2c(C)csc2=O)c1 | -11 | x | 9
19 | Cc1nsc(NC(=O)NC2Cc3ccccc3C2)n1 | -9 | x | 9
20 | Cc1ccc([N+](=O)[O-])cc1S(=O)(=O)N(C)C | 4 | -1 | 3
21 | O=C(Nc1ccc(Oc2ccc(Cl)cc2)nc1)c1n[nH]c(=O)[nH]1 | 4 | 0 | 13
22 | Cc1cccc(CN(C(=O)c2ccc(F)cc2)C2CCC(NC(=O)C3CCN(C(=O)CCc4ccccc4)CC3)CC2)c1 (centres undefined) | -2 | -8 | 7
23 | CN1CCCC(CCNC(=O)Cn2ccc(=O)c3ccccc32)C1 (centres undefined) | -12 | x | 11
24 | COC(=O)c1cc(I)c2cc[nH]c2c1 | 2 | x | -3
25 | CCOC(=O)c1ccc2c(c1)nc(SCc1cc(F)c(F)c(F)c1)n2CCOC | -9 | -9 | -4
26 | COc1ccccc1CN1CC(C(=O)NCc2cc(C)on2)CCC1=O (centres undefined) | -8 | x | 3
27 | CC(C)NC(=O)C(C)S(=O)(=O)Cc1ccc(-n2cccn2)cc1 (centres undefined) | -4 | x | 9
28 | COc1ccc(CC2CCN(C(=O)C(OC(C)=O)c3ccccc3)CC2)cc1 (centres undefined) | -2 | -7 | 8
29 | COc1ccc(C2CC(=O)Nc3c2c(=O)[nH]c2nc4ccccc4n32)cc1O (centres undefined) | 11 | x | -1
30 | CC(Oc1ccccc1Br)C(=O)Nc1ccnn1C (centres undefined) | 3 | 3 | -2

The list continues:
cpd | Structure | hcGAS lum | mcGAS inh | NPYLR7 ag
31 | CCC(Br)C(=O)Nc1cc(C)on1 (centres undefined) | -3 | -6 | -6
32 | O=S(=O)(Cc1ccccc1)NCC1CCCN(Cc2cc3ccccc3s2)C1 (centres undefined) | -2 | x | 2
33 | CCCCCCc1ccc(C(=O)Nc2ccc(N3CCCCC3)c(C(=O)NCc3cccnc3)c2)cc1 | -1 | -3 | 1
34 | CN(Cc1ccccc1)c1ccc2nnc(-c3ccccc3)n2n1 | 1 | -1 | 1
35 | C=CCN(CC=C)c1cc(Cl)nc(SCc2ccc(C(=O)N3CCCC(C(=O)OCC)C3)cc2)n1 (centres undefined) | -11 | -4 | -4
36 | O=C(/C=C/c1ccc(Br)o1)Nc1ccc(=O)n(Cc2ccccc2Cl)c1 | 7 | 4 | 3
37 | CCCc1nccn1Cc1ccc(Cl)s1 | -9 | x | 3
38 | Cc1cc(Nc2ccccc2)nc(N2CCN(C(=O)c3ccc4ccccc4c3)CC2)n1 | -5 | x | 12
39 | CC(C)CN(Cc1csc(COc2ccc(Cl)cc2)n1)C(=O)NC(C)(C)C | -1 | -4 | 22
40 | O=C(Nc1cccc(Cl)c1)N1CCN(C(C(=O)N2CCOCC2)C2CCCC2)CC1 (centres undefined) | -7 | -4 | -8
41 | CC1CCCN(C(=O)CN2CCN(C)CC2)C1 (centres undefined) | -6 | -7 | x
42 | CC(C)Cc1cc(CNC(=O)c2cccc3c2NCCC3)no1 | -5 | x | 3
43 | COc1cc2c(cc1OC)CN(c1nn(C)c(=O)n(C)c1=O)CC2 | -2 | x | 9
44 | COc1cccc(-c2cccc(C(=O)NCC3(O)CCCNCC3)c2)c1 (centres undefined) | -5 | x | 2
45 | Cc1csc2nc(CNS(=O)(=O)N(C)C)cn12 | 0 | 1 | -2

#46 CCCCCNc1cc(C)c(C#N)c2nc3ccccc3n12
#47 CC(C)NC(=O)C(=O)N1CCN(C(=O)c2ccc(Br)cc2Cl)CC1
#48 CCC(CC)n1ncc(C)c1NC(=O)CC1=C(c2cccs2)CCC1=O
#49 C/C(=C/C(=O)NCc1ncc(C)o1)c1ccccc1
#50 CCN(CC(=O)Nc1cc(-c2ccccc2)nn1-c1ccc(Cl)c(Cl)c1)C(=O)Nc1cc(OC)cc(OC)c1
#51 Cn1c(SCC(=O)N2CCCC2)nc2sc3c(c2c1=O)CCCC3
#52 CC(C)Cn1nc(C(=O)NC2CCCC2)c2c1CCN(C(=O)C(C)C)C2
#53 CC(C)NC(=O)N1CCCC1c1noc(CCC(=O)N2CCN(C3CCCCC3)CC2)n1 (centres undefined)
assay / entry,46,47,48,49,50,51,52,53
hcGAS lum,-7,-2,-2,-8,-2,-2,-23,-9
mcGAS inh,x,-16,-15,-15,-4,x,-8,-7
NPYLR7 ag,12,3,6,-1,-2,1,19,x

Shown with values under each structure: 23 of the compounds above
Sequence of screens – hcGAS lum | mcGAS inh | NPYLR7 ag
31: CCC(Br)C(=O)Nc1cc(C)on1 (centres undefined)
    -3 | -6 | -6
32: O=S(=O)(Cc1ccccc1)NCC1CCCN(Cc2cc3ccccc3s2)C1 (centres undefined)
    -2 | x | 2
33: CCCCCCc1ccc(C(=O)Nc2ccc(N3CCCCC3)c(C(=O)NCc3cccnc3)c2)cc1
    -1 | -3 | 1
34: CN(Cc1ccccc1)c1ccc2nnc(-c3ccccc3)n2n1
    1 | -1 | 1
35: C=CCN(CC=C)c1cc(Cl)nc(SCc2ccc(C(=O)N3CCCC(C(=O)OCC)C3)cc2)n1 (centres undefined)
    -11 | -4 | -4
36: O=C(/C=C/c1ccc(Br)o1)Nc1ccc(=O)n(Cc2ccccc2Cl)c1
    7 | 4 | 3
37: CCCc1nccn1Cc1ccc(Cl)s1
    -9 | x | 3
38: Cc1cc(Nc2ccccc2)nc(N2CCN(C(=O)c3ccc4ccccc4c3)CC2)n1
    -5 | x | 12
39: CC(C)CN(Cc1csc(COc2ccc(Cl)cc2)n1)C(=O)NC(C)(C)C
    -1 | -4 | 22
40: O=C(Nc1cccc(Cl)c1)N1CCN(C(C(=O)N2CCOCC2)C2CCCC2)CC1 (centres undefined)
    -7 | -4 | -8
41: CC1CCCN(C(=O)CN2CCN(C)CC2)C1 (centres undefined)
    -6 | -7 | x
42: CC(C)Cc1cc(CNC(=O)c2cccc3c2NCCC3)no1
    -5 | x | 3
43: COc1cc2c(cc1OC)CN(c1nn(C)c(=O)n(C)c1=O)CC2
    -2 | x | 9
44: COc1cccc(-c2cccc(C(=O)NCC3(O)CCCNCC3)c2)c1 (centres undefined)
    -5 | x | 2
45: Cc1csc2nc(CNS(=O)(=O)N(C)C)cn12
    0 | 1 | -2
46: CCCCCNc1cc(C)c(C#N)c2nc3ccccc3n12
    -7 | x | 12
47: CC(C)NC(=O)C(=O)N1CCN(C(=O)c2ccc(Br)cc2Cl)CC1
    -2 | -16 | 3
48: CCC(CC)n1ncc(C)c1NC(=O)CC1=C(c2cccs2)CCC1=O
    -2 | -15 | 6
49: C/C(=C/C(=O)NCc1ncc(C)o1)c1ccccc1
    -8 | -15 | -1
50: CCN(CC(=O)Nc1cc(-c2ccccc2)nn1-c1ccc(Cl)c(Cl)c1)C(=O)Nc1cc(OC)cc(OC)c1
    -2 | -4 | -2
51: Cn1c(SCC(=O)N2CCCC2)nc2sc3c(c2c1=O)CCCC3
    -2 | x | 1
52: CC(C)Cn1nc(C(=O)NC2CCCC2)c2c1CCN(C(=O)C(C)C)C2
    -23 | -8 | 19
53: CC(C)NC(=O)N1CCCC1c1noc(CCC(=O)N2CCN(C3CCCCC3)CC2)n1 (centres undefined)
    -9 | -7 | x

The list continues:
#54 COc1ncccc1C(=O)NC1CC(=O)N(C2Cc3ccccc3C2)C1 (centres undefined)
#55 CC(C)Oc1ccccc1CSc1nc(N)cc(N)c1C#N
#56 O=C(COc1ccc(Cl)cc1)NCCn1nc(-c2cccnc2)ccc1=O
#57 CN(Cc1ccccc1)c1ccc(C(=O)N2CCC(CN3CCCC3=O)CC2)cn1
#58 Cc1ccc(-c2nc(C=Nc3ccc(C)cc3C)c(O)o2)cc1
#59 COc1ccc(C(=O)NC(C)c2nnc(SCc3ccccc3C)n2-c2cc(Cl)ccc2C)cc1 (centres undefined)
assay / entry,54,55,56,57,58,59
hcGAS lum,-10,-8,-2,-11,-7,-7
mcGAS inh,-13,x,x,x,x,-4
NPYLR7 ag,15,6,7,4,-2,-1
